Source: PubChem
LEDGF integ inh = blockers of LEDGF/p75-dependent integrase strand transfer – biochemical, TR-FRET, high throughput, primary screen; inhibition, % at 3.7 µM; TR-FRET IN-LEDGF/p75 DNA integration, Eu/Cy5; HIV-1 integrase (with human LEDGF/p75); 370,000 tested, 0.64% active;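 active = inhibition above the screen-wide mean plus 3 SD, cut at about 13% in these data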;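 also: signal is the Cy5 over europium emission ratio at 671 and 618 nm; 0% = plate median of compound wells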
TCR-CD3 inh = inhibitors of human TCR-CD3 interaction, primary screen, biochemical, fluorescence, TAMRA-labeled TCR probe. T-cell receptor (TCR). inhibition, % at 9.4 µM. 360,000 tested, 0.37% active. AID 651800, 2012; in the data active = inhibition above about 19%;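 also: recombinant mutant TCR 2C K166C tagged with TAMRA read by polarization; 0% = receptor in buffer alone and 100% = receptor with positive control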
HTRA1 inhibitor = HTRA1 serine protease inhibitors, primary screen, biochemical, fluorescence polarization, HTS; Q92743; recombinant HTRA1, FP-rhodamine activity-based probe; inhibition, % at 5.96 µM; 340,000 tested, 0.5% active; in the data active = inhibition above about 36%;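 also: 0% = enzyme with DMSO and 100% = wells lacking enzyme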
MBD2 inh = inhibitors of MBD2 binding to methylated DNA, primary screen, biochemical, TR-FRET, DNA-binding domain, human; Methyl-CpG-binding domain protein 2 (Homo sapiens), Q9UBB5; MBD2 binding to methylated oligonucleotide; inhibition, % at 4.4 µM; 370,000 tested, 0.31% active; AID 686964, 2013; in the data active = inhibition above about 13%
Target sequence (Q9UBB5 whole entry, looked up, the tested form may be a part): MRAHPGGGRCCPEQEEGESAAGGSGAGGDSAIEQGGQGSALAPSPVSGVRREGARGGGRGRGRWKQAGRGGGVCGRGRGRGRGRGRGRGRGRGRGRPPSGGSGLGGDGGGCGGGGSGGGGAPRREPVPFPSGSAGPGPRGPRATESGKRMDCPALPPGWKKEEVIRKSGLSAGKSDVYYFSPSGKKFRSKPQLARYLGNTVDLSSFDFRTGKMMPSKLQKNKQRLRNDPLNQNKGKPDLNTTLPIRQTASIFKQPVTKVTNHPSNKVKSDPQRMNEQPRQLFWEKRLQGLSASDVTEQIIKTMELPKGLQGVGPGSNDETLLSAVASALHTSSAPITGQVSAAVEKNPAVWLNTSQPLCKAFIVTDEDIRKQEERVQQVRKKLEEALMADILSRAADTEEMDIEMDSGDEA
PG9 binder = binders of HIV-1 gp120 antibody PG9, primary screen, biochemical, TR-FRET | HIV-1 gp120 / PG9 antibody interaction | TR-FRET gp120-PG9 antibody binding | inhibition, % at 6.7 µM | 360,000 tested, 0.43% active | AID 624416, 2012; in the data active = inhibition above about 8.5%
rCAG binder = binders of r(CAG) RNA repeats, primary screen, biochemical, fluorescence | r(CAG) RNA repeat, TO-PRO-1 dye displacement fluorescence | inhibition, % at 3 µM | 370,000 tested, 1.3% active | AID 651821, 2012;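 active = inhibition above the plate cutoff, the mean of all test compounds on that plate plus 3 SD, cut at about 35% in these data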;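 also: 0% = DMSO alone and 100% = 100 µM mitoxantrone as full dye displacement; higher means more dye released from RNA so lower well fluorescence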
mABHD4 FP = ABHD4 inhibitors, primary screen, biochemical, fluorescence polarization, mouse | purified mABHD4, FP-Rh probe fluorescence polarization | inhibition, % at 8.92 µM | 370,000 tested, 0.54% active | AID 720543, 2013;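 active = inhibition exceeding the mean over every tested compound plus 3 SD, cut at about 30% in these data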;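 also: 0% = plate median of compound wells and 100% = S159A mutant with DMSO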
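Test system: mouse ABHD4 enzyme, wild type. Reagent: FP-Rh fluorescent activity-based probe, added after compound pre-incubation. Timing: pre-incubation 45 min, probe exposure 60 min, at 25 °C. Technique: FP readout, ex 525 nm / em 598 nm. Benchmarks: high control S159A mutant with DMSO, low control median of compound wells.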
UHRF1 binding = UHRF1 methylated DNA binding inhibitors, primary screen, counter-screen for MBD2 inhibitor project, biochemical, TR-FRET, human UHRF1, single concentration; inhibition, % at 4.4 µM; 370,000 tested, 0.75% active; UHRF1 binding to methylated oligo; in the data active = inhibition above about 21%;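 also: UHRF1 SRA domain binding a hemimethylated CpG hairpin DNA probe; 0% = median of test compound wells and 100% = reference inhibitor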
PRMT1 FP inh = PRMT1 methyltransferase inhibitors, primary screen, biochemical, fluorescence polarization. Protein arginine N-methyltransferase 1 (Homo sapiens), Q99873. recombinant PRMT1, activity-based probe fluorescence polarization. inhibition, % at 2.79 µM. 370,000 tested, 1.3% active. AID 652257, 2013;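 active = inhibition above about 21% made by adding two undisclosed values, limit read from the data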
Target sequence (Q99873 whole entry, looked up): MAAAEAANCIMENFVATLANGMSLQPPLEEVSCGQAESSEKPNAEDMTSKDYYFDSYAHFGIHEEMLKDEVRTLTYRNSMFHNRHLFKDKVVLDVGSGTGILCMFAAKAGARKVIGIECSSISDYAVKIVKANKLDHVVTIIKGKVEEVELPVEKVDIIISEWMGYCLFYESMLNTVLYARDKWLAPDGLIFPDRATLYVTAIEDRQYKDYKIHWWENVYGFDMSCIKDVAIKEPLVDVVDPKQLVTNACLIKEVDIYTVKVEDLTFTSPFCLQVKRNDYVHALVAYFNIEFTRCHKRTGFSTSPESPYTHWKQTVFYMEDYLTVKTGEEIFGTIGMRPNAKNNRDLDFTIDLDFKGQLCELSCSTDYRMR
NR1D1 modulator = modulators of Rev-erb alpha DNA binding, primary screen, biochemical, FITC-DNA, fluorescence polarization, uHTS; Nuclear receptor subfamily 1 group D member 1 (Homo sapiens), P20393; Rev-erbα–FITC-DNA binding, 90 min; activity, % at 10 µM; 370,000 tested, 0.79% active; AID 1259318, 2017;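 active = activity above about 14%, limit read from the data; passing the limit was not always enough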;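 also: 0% = DMSO wells with 35 nM protein and 100% = DMSO wells with 750 nM protein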
Starred values were filed as active, the others as inactive; . = not tested or not shown. This is a subset, so the mix of outcomes need not match the whole.

SMILES	LEDGF integ inh	TCR-CD3 inh	HTRA1 inhibitor	MBD2 inh	PG9 binder	rCAG binder	mABHD4 FP	UHRF1 binding	PRMT1 FP inh	NR1D1 modulator
CC(C)(C)NC(=O)C1CC(=O)OC12CCOC(C)(C)C2 (configuration not stated)	1	2	-1	2	-0.2	0	1	1	-2	-2
C[C@@H]1O[C@@H](O[C@H]2[C@H](O)[C@@H](O)[C@H](Oc3c(-c4ccc(O)cc4)oc4cc(O)cc(O)c4c3=O)O[C@@H]2CO)[C@H](O)[C@H](O)[C@H]1O	2	2	-2	-1	-0.5	13	3	5	-2	0
CC(OC(=O)c1cc[n+]([O-])cc1)C(=O)Nc1ccc(Cl)cn1 (configuration not stated)	1	4	-1	0	-1.3	1	5	-4	0	4
O=C(CSc1nnc(CNC(=O)c2c(F)cccc2F)o1)NCc1ccc(F)cc1	-1	-9	3	4	-1.9	-5	3	1	3	3
Cc1cccn2cc(-c3cccc(S(=O)(=O)N4CCCCC4)c3)nc12	1	0	-12	-1	-2.2	-4	-7	1	-1	-2
CC1=[N+](C)N(c2ccccc2)C(=O)C1N=C/C=C/c1ccccc1 (configuration not stated)	0	0	1	-4	-3.4	-1	-1	-1	-4	1
Nc1nnc(SCC(=O)NC2CCCCC2)s1	-2	-1	0	1	-0.1	1	5	-1	2	-3
O=C(NNC(=O)c1ccc(O)c(Cl)c1)c1cccc(S(=O)(=O)N2CCOCC2)c1	8	4	-3	0	-3.3	8	0	2	-2	-2
CCOc1ccccc1N1CCN(c2nc(N)c(C#N)c(CC#N)c2C#N)CC1	0	-5	16	6	1.4	20	12	-2	11	0
COc1cc(NC(=O)c2cccs2)c(OC)cc1NC(=O)CCC(=O)Nc1cccc2ncccc12	-2	3	7	-1	-2.5	1	4	-2	-4	-3
Cc1ccc(S(=O)(=O)N(CC(O)CN2C(=O)NC(C)(C)C2=O)c2ccccc2)cc1 (configuration not stated)	-2	10	-3	-3	0.0	-5	-3	-1	0	2
Cc1ccc(-c2c[n+]3c(n2-c2ccccc2)SCC3)cc1	-1	2	11	-6	-3.3	0	-3	0	-6	6
Cc1ccc(Nc2nnc(C)c3ccccc23)c(C)c1	0	2	-3	-3	2.9	-3	3	0	3	2
Cc1cc(NS(=O)(=O)c2ccc(NC(=O)c3ccoc3C)cc2)nc(C)n1	2	-2	-8	5	-0.4	9	-1	1	2	2
c1cncc(C(c2nnnn2C2CCCC2)N2CCN(Cc3ccc4c(c3)OCO4)CC2)c1 (configuration not stated)	6	-2	9	2	-1.3	-3	-12	-1	-1	-3
Cc1cccc2c1NC(=O)C2=Nc1ccc(Cl)cc1	3	7	3	-13	-1.4	0	3	-7	-1	-5
Cc1cc(-c2ccc(S(=O)(=O)N3CCN(c4cccc(C(F)(F)F)c4)CC3)s2)on1	-2	2	6	0	-0.7	4	3	2	0	16
Cc1c(CCC(=O)O)c(=O)oc2cc(O)ccc12	-2	1	3	3	2.7	-2	9	-1	-4	-5
CC(=O)Nc1nc2ccccc2n1CCN1CCOCC1	-1	-1	4	4	1.6	-1	5	3	-1	-5
CCn1c(SCC(=O)NCCc2ccc(F)cc2)nnc1-c1cccs1	3	4	-6	-7	-1.1	5	0	1	1	-2
CCc1ccc(/C(C)=N/NC(=O)c2ccccn2)cc1	0	-4	3	7	-1.4	-1	-7	3	8	-5
CCC(O)C(C)(C)C (configuration not stated)	-2	0	10	4	-1.3	1	-2	-4	-2	3
Cc1coc2c(C)c3oc(=O)c(CCC(=O)N(C)CC(=O)O)c(C)c3cc12	-6	4	6	2	-0.2	11	-2	0	-2	2
Cc1ccc(C(C(=O)NC2CCCCC2)N(Cc2ccccc2)C(=O)Cc2c[nH]c3ccccc23)o1 (configuration not stated)	-1	7	-35	-3	-1.3	3	-13	-1	-3	5
O=c1cc(NCCO)c2ccccc2o1	0	5	5	1	-0.9	1	1	-1	-1	-2
CC(C)c1ccc(NC(=O)COC(=O)/C=C/c2cccc([N+](=O)[O-])c2)cc1	-1	7	-3	-4	-1.8	5	-4	2	0	0
C/C(=N\NC(=O)c1ccc(Cn2cc([N+](=O)[O-])cn2)o1)c1cccc(NC(=O)C(C)C)c1	-1	6	-5	-2	-2.3	0	4	-4	0	0
OC1CCC2CN3CCc4c([nH]c5ccccc45)C3CC2C1 (configuration not stated)	-2	0	.	1	-1.8	-3	9	0	5	1
Cc1ccc[n+](/C(C(=S)NCc2ccco2)=C(/[O-])c2ccccc2Cl)c1	0	-3	8	-2	0.4	5	2	-4	0	4
O=C(NCc1ccccc1)c1ccc(Oc2ccc(C(=O)NCc3ccccc3)cc2)cc1	0	-1	-4	3	0.0	0	-4	-2	-2	1

Another view of some results above.
| Structure | LEDGF integ inh | TCR-CD3 inh | HTRA1 inhibitor | MBD2 inh | PG9 binder | rCAG binder | mABHD4 FP | UHRF1 binding | PRMT1 FP inh | NR1D1 modulator |
| --- | --- | --- | --- | --- | --- | --- | --- | --- | --- | --- |
| CCC(O)C(C)(C)C (configuration not stated) | -2 | 0 | 10 | 4 | -1.3 | 1 | -2 | -4 | -2 | 3 |
| Cc1coc2c(C)c3oc(=O)c(CCC(=O)N(C)CC(=O)O)c(C)c3cc12 | -6 | 4 | 6 | 2 | -0.2 | 11 | -2 | 0 | -2 | 2 |
| Cc1ccc(C(C(=O)NC2CCCCC2)N(Cc2ccccc2)C(=O)Cc2c[nH]c3ccccc23)o1 (configuration not stated) | -1 | 7 | -35 | -3 | -1.3 | 3 | -13 | -1 | -3 | 5 |

Next part:
SMILES	LEDGF integ inh	TCR-CD3 inh	HTRA1 inhibitor	MBD2 inh	PG9 binder	rCAG binder	mABHD4 FP	UHRF1 binding	PRMT1 FP inh	NR1D1 modulator
CC(Cc1cccnc1)NC(=O)c1ccccc1OC1CCN(S(C)(=O)=O)CC1 (configuration not stated)	6	3	-8	-4	0.0	-5	3	-1	-1	8
O=C(Nc1ccccc1C(=O)NCc1cccnc1)c1ccccc1F	1	10	1	-3	-0.8	-4	-6	-4	-3	3
Cc1cc(-c2nnc(CCC(=O)N(CC3CC3)CC3CCCO3)o2)no1 (configuration not stated)	-1	-7	4	4	-0.1	-7	7	4	1	-2
CC1(C)CC(=O)c2sc(NC(=O)CN3CCCCC3)nc2C1	3	-11	0	2	0.3	-1	-5	2	-2	0
O=C(Cc1ccc(O)cc1)NC1CCCCCC1	-2	2	-4	3	-0.6	0	6	-1	5	-2
COCCNC(=O)CN1CCCCCC1	8	1	6	-7	-3.9	0	7	1	-5	.
CC(C)OC(=O)N(C)C[C@H]1OCc2cn(nn2)CCCC(=O)N([C@H](C)CO)C[C@@H]1C	-3	-7	3	0	0.2	1	4	1	1	-2
CSC[C@@H]1NC(=S)N(c2ccc(C)cc2)C1=O	3	-1	-50	7	1.8	25	-3	0	0	0
COc1nc(NCC(C)C)nc(Oc2ccc(OCc3ccccc3)nn2)n1	0	5	-5	-5	-0.1	-6	6	0	-4	-3
CCOc1ccc(N(C(=O)CNC(=O)c2ccco2)C(C(=O)NC2CCCC2)c2cccnc2)cc1 (configuration not stated)	-1	2	1	-6	-1.1	-1	-9	-2	-7	-5
O=C(N/N=C/c1ccc(C(=O)O)cc1)C(=O)N1CCCCCC1	-3	2	5	2	-1.4	-4	8	-1	-1	15
C[C@H](CO)N1C[C@H](C)[C@@H](CN(C)S(=O)(=O)c2ccc(F)cc2)Oc2cc(Br)ccc2S1(=O)=O	-3	2	.	4	-1.1	6	0	0	3	-4
COCC1CCN(Cc2cn[nH]c2-c2cc(OC)c(OC)c(OC)c2)CC1	0	0	-5	1	-2.3	-7	1	0	-2	0
Cc1cc(C)c(OCCCNCc2ccccc2)c(Br)c1	-1	-6	3	4	0.4	6	14	1	1	-4
CN(C(=O)c1cc2nc(-c3ccco3)cc(C(F)(F)F)n2n1)C1CCCCC1	5	6	-6	-1	-1.9	2	-8	-3	3	1
CCCNC(=S)Nc1ccc(S(N)(=O)=O)cc1	-4	2	.	-2	0.3	0	1	1	-1	1
O=C(NNS(=O)(=O)c1ccc(F)cc1F)C1Cc2c(ccc3ccccc23)O1 (configuration not stated)	0	4	2	-6	-3.0	14	2	3	-1	5
OCCNCc1cccc(OCc2ccc(Cl)cc2)c1	0	6	9	4	-0.3	1	5	-4	0	-2
O=C1C(=O)N(c2ccccc2)c2ccccc21	6	5	2	-6	-0.7	1	-3	-2	-2	3
O=C(O)C1CCN(c2ccc([N+](=O)[O-])cc2[N+](=O)[O-])CC1	0	4	6	-7	1.6	4	-4	-2	-1	-8
Cc1cccc(NC(=O)CSc2ncnc3nc[nH]c23)c1C	-3	0	-1	1	0.0	-1	8	2	0	.
Cc1ccc(C)c(N(CC(=O)NCCSCc2ccco2)S(C)(=O)=O)c1	5	6	-2	-5	-0.4	10	-1	0	9	4
O=C(NCc1ccccc1C(F)(F)F)C1CC(c2cccc(F)c2)=NO1 (configuration not stated)	-2	1	-11	-3	-4.5	-5	-9	-2	2	-4
CCCOc1cccc(C(=O)N/N=C/c2coc3ccccc3c2=O)c1	3	5	2	-3	-1.4	0	-7	-2	-7	-7
Cc1cccc(Nc2ncc3c(n2)CC(c2ccco2)CC3=O)c1 (configuration not stated)	2	1	-13	-1	0.6	3	-2	0	6	5
OC(CCN1CCCCC1)(c1ccccc1)C1C[C@@H]2C=C[C@H]1C2 (some centres not stated)	4	-1	7	-2	0.9	3	-2	3	-3	2
Cc1nn(CC(=O)OCC(=O)NCCc2ccc(F)cc2)c(C)c1[N+](=O)[O-]	-3	-6	-2	1	-0.1	-2	7	1	7	-4
O=[N+]([O-])c1ccc(N2CCN(c3ccc(O)cc3)CC2)c(Cl)c1	-2	-2	9	7	-0.1	5	9	0	20	0
Cc1c(CCOC(=O)CC23CC4CC(CC(C)(C4)C2)C3)sc[n+]1CC(=O)c1ccccc1	-5	-2	-30	-3	-0.4	11	11	-4	1	0
CC(OC(=O)c1cccc(-n2cnnn2)c1)C(=O)Nc1ccc(F)cc1 (configuration not stated)	0	3	-6	-2	-0.9	1	3	-1	0	0
O=C1NC(NS(=O)(=O)c2ccccc2)(C(F)(F)F)C(=O)N1Cc1cccnc1 (configuration not stated)	-4	0	6	0	-2.2	0	-9	3	-1	2
CN(C)c1cccc2c(S(=O)(=O)Nc3ccccn3)cccc12	19*	6	0	0	-0.9	-1	2	-1	-1	3
COc1ccc(CCn2c(C)nc3ccccc3c2=O)cc1OC	1	0	3	-1	-4.2	1	1	-2	-2	-2
Cc1ccc(S(=O)(=O)NCc2cccnc2)c(C)c1	-5	2	5	0	-0.7	1	0	-1	4	4
COc1ccc(C(=O)O/N=C(\N)Cc2ccc(Cl)cc2Cl)cc1OC	1	-1	-7	3	0.8	-7	-5	-3	-2	-2
C/C(=N/NS(C)(=O)=O)c1ccc2ccccc2c1	1	0	11	2	-0.6	-1	-3	3	0	1
Cc1nc2ccccc2nc1N/N=C/c1ccc(O)cc1O	-2	-10	8	-2	-2.8	6	15	-2	1	4
